# TbREL1 inh = TbREL1 RNA ligase inhibitors, primary screen, biochemical, FRET fluorescence. TbREL1 RNA ligation. inhibition, % at 9.66 µM. 89,000 compounds, 0.49% hits. AID 1117264, 2014;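 active = inhibition above the mean inhibition across all screened compounds plus 3 SD, cut at about 11% in these data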;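 also: 0% = plate median of test wells and 100% = NSC42067 control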
# Target sequence (P86926 whole entry, looked up): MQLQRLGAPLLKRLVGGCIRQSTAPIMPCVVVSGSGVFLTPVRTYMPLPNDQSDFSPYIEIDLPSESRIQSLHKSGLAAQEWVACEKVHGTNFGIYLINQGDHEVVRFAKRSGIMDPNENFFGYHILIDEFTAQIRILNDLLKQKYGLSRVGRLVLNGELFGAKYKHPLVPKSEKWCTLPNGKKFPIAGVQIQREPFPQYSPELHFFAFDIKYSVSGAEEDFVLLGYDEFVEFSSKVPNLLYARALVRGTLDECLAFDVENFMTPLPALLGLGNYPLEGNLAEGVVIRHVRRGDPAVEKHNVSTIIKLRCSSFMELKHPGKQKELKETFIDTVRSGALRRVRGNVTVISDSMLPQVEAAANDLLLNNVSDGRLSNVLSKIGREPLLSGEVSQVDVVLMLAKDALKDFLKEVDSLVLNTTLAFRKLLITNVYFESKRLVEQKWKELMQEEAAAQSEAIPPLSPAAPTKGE
# * marks the source's active call; other numbers are inactive results. Only part of the results is shown; the hit share may differ from the screen's.
SMILES,TbREL1 inh
CCOC(=O)C(=CNc1cc(OC)ccc1-n1cccc1)C(=O)OCC,1
O=S(=O)(/C=C/c1ccccc1)Nc1ccc(F)cc1,-2
COC(C/C=C\[C@@H](O)[C@@H](C)OCc1ccccc1)OC,0
CC1(C)CC(NC(=O)c2cccc(S(=O)(=O)N(Cc3ccccc3)c3ccccc3)c2)CC(C)(C)N1,13*
S=C(CSc1ccccc1)Nc1cccc2ccccc12,-3
CCCCC1=NN(C(=O)c2cccnc2)C(O)(C(F)(F)F)C1 (configuration not stated),-2
Cc1cc(NC(=O)Cn2nc(C(F)(F)F)c3c2CCC3)n(-c2ccccc2)n1,-4
COc1ccccc1CN(CC(=O)NCc1ccc2c(c1)OCO2)C(=O)c1ccc2c(c1)OCCO2,-4
COc1ccc(OC)c(S(=O)(=O)N2CCC(C(=O)N3CCCC3)CC2)c1,3
O=C(CSc1nc(-c2ccccc2)cc(=O)[nH]1)N1CCc2ccccc21,2
O=S(=O)(c1ccc2c(c1)OCCO2)N1CCC(O)(c2ccc(Cl)cc2)CC1,-1
O=C(NS(=O)(=O)Nc1ccccc1)C1=C(N2CCCC2)COC1=O,-1
CC(=O)Nc1cccc(-c2csc(Nc3ccccn3)n2)c1,0
CCc1nnc(NC(=O)c2ccc(Cl)c(S(=O)(=O)N3CCc4ccccc4C3)c2)s1,-1
O=C(CCc1ccccc1)N1CCN(CCO)CC1,5
Cc1cc(=O)oc2cc(Oc3ncccn3)ccc12,0
Cn1nc(-c2ccc(C(=O)NCC3CCCO3)cc2)c2ccccc2c1=O (configuration not stated),0
C=CC[C@@H](CC(=O)N[C@@H](CO)Cc1ccccc1)C(=O)N[C@H](COC(=O)[C@@H](CC=C)Cc1ccc(F)cc1)Cc1c[nH]c2ccccc12,-4
CCCCCCc1ccc(N2C[C@H](C)[C@@H](CC(=O)NCc3ccccc3)C2=O)cc1,0
Cc1ccc(N(CC(=O)NCc2ccco2)C(=O)CCC(=O)Nc2nccs2)c(C)c1,-3
CC(C)(C)c1cc(NCc2ccccn2)n2ncc(-c3ccc(Cl)cc3)c2n1,2
O=Cc1ccc(-c2cccc(C(=O)O)c2)o1,1
O=C(CN(Cc1ccc(F)cc1)C(=O)CCC(=O)Nc1nccs1)NCc1ccc(F)cc1,-1
Cc1ccc(C(=O)CCC(=O)OCC(=O)NNC(=O)c2ccc([N+](=O)[O-])cc2)cc1,0
NC(=O)c1cnn(-c2cccc(Cl)c2)c1N,0
CCOC(=O)C1C2C=CC3(CN(c4ccccc4CC)C(=O)C13)O2 (configuration not stated),0
CCOC(=O)CSC1=Nc2ccccc2C2=NC(CC(=O)NCc3ccc4c(c3)OCO4)C(=O)N12 (configuration not stated),-1
CN(Cc1ccccc1)c1nc2c(c(=O)[nH]c(=O)n2C)n1CCSc1nc2ccccc2[nH]1,1
COc1cccc(CNC(=O)Cn2c(=O)oc3ccccc32)c1OC,0
Cc1cccc(S(=O)(=O)c2c(N)n(/N=C/c3ccco3)c3nc4ccccc4nc23)c1,1
O=C1CCCN1CCC12CC3CC(CC(C3)C1)C2,0
O=C(NC(C(=O)N1CCCC1C(=O)NC1CCCC1)c1ccccc1)c1cccs1 (configuration not stated),-3
CCO[C@@H]1OC(C(N)=O)=C[C@H](c2coc3ccccc3c2=O)[C@H]1CCCO,0
CCc1ccc(C(=O)COc2ccc(NC(C)=O)cc2)cc1,-2
O=C(CSc1nnc2ccc(-c3ccc(Br)cc3)nn12)NCC1CCCO1 (configuration not stated),3
Cc1ccc(C)c(NC(=S)N2C3CCCC2CC(NC(=O)C2CC2)C3)c1 (configuration not stated),-2
CC(C)Cc1nnc(NC(=O)Nc2ccccc2)s1,1
O=C(/C=C/[C@H]1O[C@@H](n2cnc3c(NC(=O)c4ccccc4)ncnc32)[C@H](O)[C@@H]1O)NCCCc1ccccc1,7
CCOC(=O)Cn1c(=O)oc2cc(S(=O)(=O)NC3CCCc4ccccc43)ccc21 (configuration not stated),3
CCOC(=O)[C@]12CCC=C1N(CCC1=CCCCC1)C(=O)[C@H](CC(=O)NCc1ccc(C)o1)C2,-4
CCOc1ccc(NC(=O)NCc2ccc3c(c2)OCO3)cc1,5
COCC(=O)Nc1cc(OC)cc(OC)c1,2
Cc1c(C(=O)NCc2ccc(C(C)C)cc2)sc(=O)n1Cc1ccc(S(=O)(=O)N(C)C)cc1,-3
Cc1c(Cl)cccc1Nc1nc(N)nc(CN2CCCCCC2)n1,8
CC(SC1CCCC1)C(=O)NC(C)(C#N)C(C)C (configuration not stated),-2
CN(C)CCCN(C(=O)c1ccco1)c1nc2c(F)cc(F)cc2s1,7
C=CCc1cccc(CNc2nc3ccccc3n2C(C)C)c1O,0
CCCn1c(CCl)nc2cc(S(=O)(=O)N3CCOCC3)ccc21,5
CC1CC(C)CN(C(=O)CSc2n[nH]c(N)n2)C1 (configuration not stated),2
COC(=O)C1=NNC2(c3ccc(C)cc3)C(=O)N(c3cccc(C)c3C)C(=O)C12 (configuration not stated),0
# Next compounds.
SMILES,TbREL1 inh
CN1CCCC(OC(=O)c2cc(Cl)cc(Cl)c2)C1 (configuration not stated),-1
O=C(COC(=O)/C=C/c1cccc(F)c1)Nc1cccc(S(=O)(=O)NC2=NCCCCC2)c1,-1
CC1CCCC(C)N1C(=O)COC(=O)c1c[nH]c2ccccc12 (configuration not stated),4
CCCC(=O)Nc1c2c(nn1-c1ccc(OC)cc1)CS(=O)(=O)C2,-1
NC(=O)Cc1cccc(C(=O)c2ccccc2)c1N,-2
CC1(C(=O)NS(=O)(=O)c2cccs2)CCN1C(=O)c1ccccc1 (configuration not stated),3
Cn1cccc1C(=O)N1CCN(S(=O)(=O)c2ccccc2F)CC1,-3
O=C(O)c1ccc(NC(=S)N2CCCCC2)cc1,-3
Cc1cccc(C)c1OCC(O)CN (configuration not stated),7
Cc1nnc(-c2ccccc2)o1,-1
CCN(c1ccccc1)S(=O)(=O)c1ccc(OC)c(NC(=O)CNC)c1,4
CC(C)(C)c1ccc(C(=O)Nc2nnc(Cc3c[nH]c4ccccc34)s2)cc1,-2
COc1ccc(C(=O)Nn2c(SCC(=O)NC3CCCC3)nc3ccccc3c2=O)cc1,-1
O=C(CC[C@H]1O[C@@H](n2ccc(=O)[nH]c2=O)[C@H](O)[C@@H]1O)N[C@H](Cc1ccccc1)C(=O)NCc1ccco1,6
CCOc1ccc(/C(O)=C2/C(=O)C(=O)N(c3ncccn3)C2c2ccc(C)cc2)cc1 (configuration not stated),-4
O=C(CN1CCN(c2ccc(F)cc2)CC1)c1ccc2c(c1)OCO2,0
O=C(COc1ccc(F)cc1)N(CC1=CCS(=O)(=O)C1)c1ccccc1,3
O=C1C2C(C(=O)N1Cc1cccnc1)C1C=CC2C12CC2 (configuration not stated),3
CC(=NNC(=O)CSc1nnc(-c2ccccc2)n1-c1ccccc1)c1ccc2ccccc2c1,-2
CC(C)CCNC(=O)CN(C(=O)CCC(=O)Nc1nccs1)c1ccc2c(c1)OCCO2,3
COc1ccc(NC(=O)CN(C)C(=O)CCCc2nc3ccccc3c(=O)[nH]2)cc1,-2
CCc1ccc(C(=O)OCC(=O)Nc2cccc(S(=O)(=O)NC3=NCCCCC3)c2)cc1,1
CCn1cc(C(=O)O)c(=O)c2cnc(N3CCN(C(=S)Nc4ccccc4)CC3)nc21,2
CC(C)(C)NC(=O)Cn1cnc2cc([N+](=O)[O-])ccc2c1=O,3
Cc1cccc(N(C(=O)Nc2ccc(Cl)cc2)C2=NCC(C)S2)n1 (configuration not stated),-3
Cc1cccc(CC(=O)N2CCC(N3CCC(C(=O)N4CCOCC4)CC3)CC2)c1,-3
CCN(CC)S(=O)(=O)c1cc(C)ccc1NC(=S)Nc1cccnc1,-2
O=C(NC1CCN(C(=O)Nc2ccccc2)CC1)C1CCCCC1,0
O=C(Cn1cncn1)c1ccccc1,4
CCOC(=O)/C=C/c1ccc2c(c1)S(=O)(=O)N(Cc1ccc(OC)cc1)[C@H]2CC(=O)OCC,-2
O=C(COC(=O)C1CCN(c2ccc(C(F)(F)F)cn2)CC1)Nc1cc(F)ccc1F,1
O=C(NN=C(c1ccccc1)c1ccccc1)C(CCl)C1CCCCC1 (configuration not stated),3
CCc1cccc(C)c1NC(=O)CSc1nc(-c2ccccc2F)nc2nc[nH]c12,3
O=C(Nc1cccc2nsnc12)c1ccc2c(c1)OCCO2,-3
O=S1(=O)N[C@@H](Cc2ccccc2)COc2cc(N3CCSCC3)ccc21,1
CCCn1c(SCC(=O)Nc2cc(C)on2)nc2c1c(=O)n(C)c(=O)n2C,2
O=C(NS(=O)(=O)c1ccccc1)c1ccccc1,2
CSc1nc2nc3c(cc2c(=O)n1-c1cccc(C)c1)COC(C)(C)C3,-3
Cc1cc(C)c(C(=O)COC(=O)Cn2cnnn2)cc1C,-1
CC(=O)Nc1cc(NC(C)=O)c2nc(N)sc2c1,6
CC1(OC(=O)CCc2ccccc2)C(=O)C=C2C=C(c3ccc(C#N)cc3)N(C3CC3)C=C2C1=O (configuration not stated),-5
O=C(NCCc1ccccc1)OCc1cn(Cc2ccccc2F)nn1,3
COc1ccc(C(=O)NCC2COc3ccccc3O2)cc1S(=O)(=O)N1CCOCC1 (configuration not stated),-2
COc1cc(/C=N/NC(=O)C(Cc2c[nH]c3ccccc23)NC(=O)OCc2ccccc2)cc([N+](=O)[O-])c1O (configuration not stated),-5
Cc1cccc[n+]1CC(=O)c1ccc(NC(=O)c2ccccc2)cc1,3
O=C(CSc1nnc(-c2ccccn2)n1Cc1ccco1)Nc1ccc(Oc2ccccc2)cc1,-1
COc1ccc(NC(=O)Nc2cccc3[nH]c([C@@H]4O[C@H](CO)[C@@H](O)[C@H](O)[C@H]4O)nc23)cc1OC1CCCC1,-6
O=C(O)c1ccc(OCCN2CCCC2=O)cc1,0
COc1ccc(NC(=O)COC(=O)Cn2c(C)nc3ccccc32)cc1OC,-2
O=C(NC(=S)N1CCN(c2ccc(C(F)(F)F)cc2[N+](=O)[O-])CC1)c1cccs1,3
# Going on with the list:
SMILES,TbREL1 inh
COC(=O)C1C(=O)/C(=C/N(C)C)C(=O)CC1(C)C (configuration not stated),0
CCn1c(SCc2cccc(F)c2)nnc1-c1ccncc1,-2
CCOC(=O)C1(Cc2ccccc2C)CCCN(C(=O)c2cc(CC)nn2C)C1 (configuration not stated),-1
O=C(CCN1C(=O)/C(=C\c2ccccc2F)SC1=S)Nc1ccc(C(=O)O)c(O)c1,2
CCOC(=O)C1(CCOC)CCN(Cc2ccncc2)CC1,4
S=C(NC1CCCCC1)N1CCN(c2ncccn2)CC1,-4
COc1ccc(C(=O)NCCS(=O)(=O)N2CCCC2)cc1,2
N#Cc1ccccc1OCC(=O)Nc1ccc2c(c1)OCO2,-1
Cc1ccc(-c2nnc(SCC(=O)NC3CCCc4ccccc43)n2N)cc1 (configuration not stated),-2
CCc1ccc2nc(NC(=O)c3cc(C)on3)sc2c1,-1

# Overlap with the part before: two compounds, then new ones.
SMILES,TbREL1 inh
Cc1ccc(-c2nnc(SCC(=O)NC3CCCc4ccccc43)n2N)cc1 (configuration not stated),-2
CCc1ccc2nc(NC(=O)c3cc(C)on3)sc2c1,-1
CCCNC(=O)COC(=O)c1cc(SC)ccc1Cl,-1
O=C1c2ccccc2-c2nnc(-c3ccccc3)cc21,0
COCCCN1CC23C=CC(O2)C(C(=O)OC)C3C1=O (configuration not stated),0
COc1ccccc1NS(=O)(=O)c1cc(NC(=O)CCNC(C)=O)ccc1N1CCCCC1,-2
CN(C)CCSc1nc(O)c(-c2ccccc2)c(=O)n1-c1ccccc1,2
CCN(CC)c1ccc(/C=N/N2C(=O)c3ccccc3C2=O)cc1,-1
CCN(C(=O)CSc1nnc(-c2ccccc2Br)o1)C1CCS(=O)(=O)C1 (configuration not stated),6
O=C(NNC(=O)c1ccc2ccccc2c1)c1ccc(Cl)cc1,2
COc1ccc(-n2ccnc(SCC(=O)NC3CCCC3)c2=O)cc1OC,-1
CC(C)(C)OC(=O)CC[C@@H](C(=O)N1CCN(C(=O)OC(C)(C)C)CC1)n1cc(C(Cc2ccc(O)cc2)NC(=O)OC(C)(C)C)nn1 (some centres not stated),-4
COc1ccc(CN2CCNC(=O)C2CC(=O)NCC2CCOCC2)c(F)c1 (configuration not stated),3
COCC(C)n1c(C)cc(C(=O)COc2ccc(S(=O)(=O)N3CCOCC3)cc2Cl)c1C (configuration not stated),1
COc1cccc(-n2nnc3c(=O)n(Cc4ccc(F)cc4)cnc32)c1,1
O=C(CN(C(=O)c1csnn1)c1ccc(F)c(Cl)c1)NCc1ccc2c(c1)OCO2,1
O=C(CSc1nc2c(sc3ccccc32)c(=O)n1CCO)NCc1ccco1,-1
Cc1ccc2ncccc2c1NC(=S)NC(=O)c1ccccc1,-5

# Of the compounds above, 18 have an aryl thioether with sulfur outside any ring.
SMILES,TbREL1 inh
S=C(CSc1ccccc1)Nc1cccc2ccccc12,-3
O=C(CSc1nc(-c2ccccc2)cc(=O)[nH]1)N1CCc2ccccc21,2
CN(Cc1ccccc1)c1nc2c(c(=O)[nH]c(=O)n2C)n1CCSc1nc2ccccc2[nH]1,1
O=C(CSc1nnc2ccc(-c3ccc(Br)cc3)nn12)NCC1CCCO1 (configuration not stated),3
CC1CC(C)CN(C(=O)CSc2n[nH]c(N)n2)C1 (configuration not stated),2
COc1ccc(C(=O)Nn2c(SCC(=O)NC3CCCC3)nc3ccccc3c2=O)cc1,-1
CC(=NNC(=O)CSc1nnc(-c2ccccc2)n1-c1ccccc1)c1ccc2ccccc2c1,-2
CCc1cccc(C)c1NC(=O)CSc1nc(-c2ccccc2F)nc2nc[nH]c12,3
CCCn1c(SCC(=O)Nc2cc(C)on2)nc2c1c(=O)n(C)c(=O)n2C,2
CSc1nc2nc3c(cc2c(=O)n1-c1cccc(C)c1)COC(C)(C)C3,-3
O=C(CSc1nnc(-c2ccccn2)n1Cc1ccco1)Nc1ccc(Oc2ccccc2)cc1,-1
CCn1c(SCc2cccc(F)c2)nnc1-c1ccncc1,-2
Cc1ccc(-c2nnc(SCC(=O)NC3CCCc4ccccc43)n2N)cc1 (configuration not stated),-2
CCCNC(=O)COC(=O)c1cc(SC)ccc1Cl,-1
CN(C)CCSc1nc(O)c(-c2ccccc2)c(=O)n1-c1ccccc1,2
CCN(C(=O)CSc1nnc(-c2ccccc2Br)o1)C1CCS(=O)(=O)C1 (configuration not stated),6
COc1ccc(-n2ccnc(SCC(=O)NC3CCCC3)c2=O)cc1OC,-1
O=C(CSc1nc2c(sc3ccccc32)c(=O)n1CCO)NCc1ccco1,-1
